rCAG binder: molecules binding r(CAG) RNA repeats; inhibition, % at 3 µM; AID 651821; 1.3% of 370,000 active; r(CAG) RNA repeat, TO-PRO-1 dye displacement fluorescence;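 active = inhibition above the plate cutoff, the mean of all test compounds on that plate plus 3 SD, cut at about 35% in these data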;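 also: 0% = DMSO alone and 100% = 100 µM mitoxantrone as full dye displacement; higher means more dye released from RNA so lower well fluorescence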
UHRF1 MBD2 ctr: human UHRF1 methylated DNA binding inhibitors; Q96T88; UHRF1 binding to methylated oligo, TR-FRET; inhibition, % at 4.4 µM; 0.75% of 370,000 active; AID 687016; in the data active = inhibition above about 21%;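 also: UHRF1 SRA domain binding a hemimethylated CpG hairpin DNA probe; 0% = median of test compound wells and 100% = reference inhibitor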
GC-B act: GC-B (human) receptor activation. activation, % at 10 µM. AID 1920062. HEK293-GC-B cells, CNP EC30, cGMP TR-FRET; 0% at EC30 CNP, 100% saturating CNP. 0.11% of 370,000 active;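 active = activation at 10 µM reaching about 35% in either raw or pattern-adjusted values, limit read from the data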
MBD2 inh: MBD2-methylated oligo binding inhibition; Q9UBB5; TR-FRET, MBD2 binding to methylated oligonucleotide; inhibition, % at 4.4 µM; 0.31% of 370,000 active; in the data active = inhibition above about 13%
GC-A act: GC-A (human) enzyme activation | HEK293 GC-A cells, cGMP TR-FRET, EC30 ANP; 0% at EC30 ANP, 100% saturating ANP | AID 1671463 | P16066 | 0.14% of 370,000 active | activation, % at 10 µM; in the data active = activation above about 40%
SIAE primary: human SIAE inhibition, primary screen; inhibition, % at 9.66 µM; Q9HAT2; 0.69% of 370,000 active; SIAE FP-Rh probe binding, fluorescence polarization;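 active = inhibition above a cutoff: mean of compounds within the control limits plus 3 SD of those, cut at about 17% in these data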;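 also: 0% = plate median of compound wells and 100% = probe without SIAE protein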
Target sequence (Q9HAT2 whole entry, looked up): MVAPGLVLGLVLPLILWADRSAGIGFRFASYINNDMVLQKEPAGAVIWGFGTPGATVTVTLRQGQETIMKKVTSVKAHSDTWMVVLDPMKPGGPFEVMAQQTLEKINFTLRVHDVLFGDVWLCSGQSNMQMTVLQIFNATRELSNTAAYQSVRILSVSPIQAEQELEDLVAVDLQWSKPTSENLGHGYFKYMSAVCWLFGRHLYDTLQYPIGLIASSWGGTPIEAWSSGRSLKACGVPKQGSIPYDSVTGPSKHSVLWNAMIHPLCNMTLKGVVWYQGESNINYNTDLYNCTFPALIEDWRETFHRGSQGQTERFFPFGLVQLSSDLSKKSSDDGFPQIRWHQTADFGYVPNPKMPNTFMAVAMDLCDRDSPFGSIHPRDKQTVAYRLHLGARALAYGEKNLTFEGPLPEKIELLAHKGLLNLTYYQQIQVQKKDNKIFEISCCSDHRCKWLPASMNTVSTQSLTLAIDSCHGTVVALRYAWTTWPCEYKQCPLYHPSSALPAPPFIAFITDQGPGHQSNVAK
HTRA1 inh: blocks human HTRA1 serine peptidase. Q92743. recombinant HTRA1, FP-rhodamine activity-based probe, fluorescence polarization. inhibition, % at 5.96 µM. 0.5% of 340,000 active. AID 504803; in the data active = inhibition above about 36%;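 also: 0% = enzyme with DMSO and 100% = wells lacking enzyme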
mABHD4 FP: inhibitors of mouse ABHD4. 0.54% of 370,000 active. Q8VD66. inhibition, % at 8.92 µM. purified mABHD4, FP-Rh probe fluorescence polarization;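 active = inhibition exceeding the mean over every tested compound plus 3 SD, cut at about 30% in these data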;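 also: 0% = plate median of compound wells and 100% = S159A mutant with DMSO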
Target sequence (Q8VD66 whole entry, looked up): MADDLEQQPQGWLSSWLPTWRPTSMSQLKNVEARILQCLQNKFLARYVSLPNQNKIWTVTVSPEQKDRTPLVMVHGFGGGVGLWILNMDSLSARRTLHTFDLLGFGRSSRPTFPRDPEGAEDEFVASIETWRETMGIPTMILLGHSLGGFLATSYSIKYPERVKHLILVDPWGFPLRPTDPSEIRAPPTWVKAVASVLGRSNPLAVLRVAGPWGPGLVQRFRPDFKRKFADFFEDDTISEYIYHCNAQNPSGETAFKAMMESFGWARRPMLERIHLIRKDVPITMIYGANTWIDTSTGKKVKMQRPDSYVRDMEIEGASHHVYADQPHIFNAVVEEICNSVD
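Assay system: mABHD4 protein; medium: HEPES pH 7.0, NaCl, Pluronic buffer; dosing: 8.92 µM, single dose; schedule: 45 min + 60 min at 25 °C; signal: FP readout, ex 525 nm / em 598 nm; read-out: normalized percent inhibition of probe labeling; repeats: single replicate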
TCR-CD3 inh: inhibitors of human TCR-CD3 interaction; TAMRA-labeled TCR probe fluorescence, biochemical; inhibition, % at 9.4 µM; 0.37% of 360,000 active; in the data active = inhibition above about 19%;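 also: recombinant mutant TCR 2C K166C tagged with TAMRA read by polarization; 0% = receptor in buffer alone and 100% = receptor with positive control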
PRMT1 FP inh: blocks human protein arginine methyltransferase 1; recombinant PRMT1, activity-based probe fluorescence polarization; inhibition, % at 2.79 µM; 1.3% of 370,000 active; AID 652257;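 active = inhibition above about 21% made by adding two undisclosed values, limit read from the data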
* = called active by the depositor; nt = not tested or not shown. Some of the compounds tested. The share of hits here may be higher or lower than overall.

SMILES	rCAG binder	UHRF1 MBD2 ctr	GC-B act	MBD2 inh	GC-A act	SIAE primary	HTRA1 inh	mABHD4 FP	TCR-CD3 inh	PRMT1 FP inh
Cc1ccc(Oc2ncccc2NC(=O)CC2(CC(=O)O)CCCC2)c2c1CCC2	3	-1	2	0	1	-8	5	4	5	-1
Cc1ccc(S(=O)(=O)CCC(=O)NCCN2C(=O)S/C(=C/c3ccc(F)cc3)C2=O)cc1	-2	2	5	0	-1	-2	-8	3	2	2
O=C(Cn1ncc2c3ccccc3n(Cc3ccccc3)c2c1=O)NC1CCCC1	2	1	5	-1	6	2	2	-7	-1	-1
Cc1ccc(S(=O)(=O)N2CCN(C(=O)CCn3cncn3)CC2)cc1C	0	0	2	-3	-6	1	11	0	3	2
COc1ccccc1CN(Cc1cc2cc(C)ccc2[nH]c1=O)Cc1nnnn1CC1CCCO1 (stereo unspecified)	-4	3	-7	2	-14	-4	-18	-4	-1	6
CC1(C(=O)NS(=O)(=O)c2ccc(Cl)cc2)CCN1C(=O)Cc1cccc2ccccc12 (stereo unspecified)	46*	1	2	2	1	-11	nt	-7	1	-3
O=C(CCCn1nnc2ccccc2c1=O)N[C@H](C(=O)O)c1ccccc1	6	0	0	-3	0	10	12	-4	4	-1
CCOC(=O)C1=NN(N=O)C2(CC(=O)N(c3cc(C)cc(C)c3)C2=O)C1 (stereo unspecified)	18	1	-1	-6	4	3	-5	8	3	5
COc1ccc(OC(=O)c2ccc(OC)c(S(=O)(=O)N3CCOCC3)c2)cc1	1	0	1	-4	-1	-6	-4	-11	-11	-4
O=C(CCN1CCOCC1)N/N=C/c1cc([N+](=O)[O-])ccc1OC(F)F	-3	-2	1	-7	3	-5	2	-2	-1	-3
NC(=S)N/N=C1\CCOc2ccc(F)cc21	-4	0	5	2	10	-1	1	2	0	0
CCCc1cc(C(=O)N2CCCC(C(=O)c3cc(C)c(OC)c(C)c3)C2)n(C)n1 (stereo unspecified)	-7	1	-2	-1	-2	4	1	6	-4	-1
NC(=O)c1nn(-c2ccccc2)nc1NC(=O)CN1CCCC1	1	1	-7	-3	-7	-1	2	4	6	-4
COC(=O)C1=C(NC(=O)c2ccccc2[N+](=O)[O-])CCS1	0	13	-4	3	-6	3	4	4	-5	8
C[C@H](CO)N1C[C@H](C)[C@H](CN(C)C(=O)c2ccccc2F)Oc2ncc(Br)cc2C1=O	1	1	5	-2	0	8	0	6	8	-2

Taken from the results shown for reference:
SMILES	rCAG binder	UHRF1 MBD2 ctr	GC-B act	MBD2 inh	GC-A act	SIAE primary	HTRA1 inh	mABHD4 FP	TCR-CD3 inh	PRMT1 FP inh
Cc1ccc(Oc2ncccc2NC(=O)CC2(CC(=O)O)CCCC2)c2c1CCC2	3	-1	2	0	1	-8	5	4	5	-1
Cc1ccc(S(=O)(=O)CCC(=O)NCCN2C(=O)S/C(=C/c3ccc(F)cc3)C2=O)cc1	-2	2	5	0	-1	-2	-8	3	2	2

The results go on:
SMILES	rCAG binder	UHRF1 MBD2 ctr	GC-B act	MBD2 inh	GC-A act	SIAE primary	HTRA1 inh	mABHD4 FP	TCR-CD3 inh	PRMT1 FP inh
COC(=O)c1ccc(NC(=O)c2cccc(N3C(=O)CCC3=O)c2)cc1	1	-1	-1	-1	1	-7	-5	-4	-2	-1
COc1ccc(-c2ccc(N3C(c4cc(OC)cc(OC)c4)=Cc4ccc(OC)cc4C3CC(C)=O)cc2)cc1 (stereo unspecified)	10	-4	-2	-4	1	5	nt	1	2	-6
Cc1ccc(C)c(NC(=O)c2cc(S(=O)(=O)N3CCCCC3)ccc2N2CCOCC2)c1	2	0	0	-1	0	-2	-2	-3	-1	-5
COc1ccc2[nH]c3c(c2c1)CCN1C(=O)C(CC(=O)NC/C=C(\C)CCC=C(C)C)C[C@H](C(=O)N(C(C)C)C(C)C)[C@@]31C (stereo partly specified)	3	-1	-2	3	0	1	-3	3	0	1
COC(=O)C1CCN(C(=O)COC(=O)/C=C/c2ccc(O)c(OC)c2)CC1	8	-3	5	-5	-2	12	5	9	0	3
Cc1ccc(-n2nnnc2SCC(=O)Nc2ccc3c(c2)COC3=O)cc1C	9	-1	-3	4	-1	-54	-39	-31	2	-2
O=C(CSc1nc2ccccc2o1)Nc1ccc(N2CCOCC2)c(Cl)c1	5	0	1	-2	-4	5	-7	1	2	1
C=CCNC(=O)c1onc(CSc2ccc(F)cc2)c1C(=O)O	6	-3	2	-4	0	5	-14	-1	7	4
CCOc1ccc2nc(SC(CC)C(=O)Nc3cc(C)on3)sc2c1 (stereo unspecified)	3	-4	-3	1	6	4	-7	-5	-4	-4
COc1ccc(C2=NN(C3=NN=C(N)Cc4ncnn43)C(O)(C(F)(F)F)C2)cc1 (stereo unspecified)	6	0	2	4	-1	6	-2	-3	-2	-2
O=C(NC(c1ccccc1)c1ccsc1)C1CCN(Cc2ccc(Oc3ccccc3)cc2)CC1 (stereo unspecified)	3	0	3	-6	-1	-7	nt	-2	5	0
COc1cc(C)c(COc2ncnc3ccccc23)cc1OC	-1	-1	-1	-1	1	1	2	0	-6	-7
COc1ccc(C(=O)NC(=S)NC(C)c2ccccc2)cc1 (stereo unspecified)	20	-1	-2	-3	-2	-2	-11	-12	7	1
O=C(COC(=O)c1ccco1)NCc1cccs1	0	-2	5	-3	-1	5	3	2	2	1
CCOc1ccccc1C(=O)Nc1ccsc1C(=O)OC	9	1	1	-1	-4	-2	-24	-11	2	-1
Cc1cc(C(=O)C(=O)O)c(C)n1-c1ccc(Cl)cc1	1	-1	-3	1	-1	-3	-6	3	-4	1
Cc1ccc(NC(N)=S)cc1	1	1	2	-2	3	1	5	8	8	0
CCn1cc(SCC(=O)NCc2ccc3c(c2)OCO3)c2ccccc21	2	-3	-9	-10	-11	-5	-7	-15	4	3
C/C(=N\NS(=O)(=O)c1cccc([N+](=O)[O-])c1)c1cccnc1	3	-1	3	4	-2	0	1	5	1	6
O=C(Nc1c(Cl)cccc1Cl)c1cc(=O)n(Cc2ccccc2)c(=O)[nH]1	5	2	4	1	0	-10	-1	0	-2	0
Cc1cc(C(=O)O)ccc1-n1c(C)cc(/C=C2\SC(=O)NC2=O)c1C	6	1	0	-6	3	-8	4	-1	0	2
O=c1ccccn1CCOc1ccc(Cl)cc1	-3	-3	-2	-3	-1	0	0	3	-2	-1
COc1ccc(-n2nnnc2SCC(=O)c2ccc3c(c2)OCCO3)c(OC)c1	-4	3	4	7	5	-3	-6	-5	-7	5
C[C@H](c1ccccc1)N1C[C@H](COCc2ccccc2)Oc2cc(N3CC[C@@H](N(C)C)C3)ccc2S1(=O)=O	4	0	1	-2	-1	4	nt	2	-6	-3
Cc1ccc(/C=C/C(=O)Nc2cc(S(=O)(=O)N3CCCCCC3)ccc2OCC(F)(F)F)o1	16	5	-2	-7	1	-7	-24	-8	-15	25*
CC(C)(C)NC(=O)CSc1nnc(C2CC2)n1-c1ccccc1	-6	2	4	-3	-1	-6	1	1	3	-4
O=C(CCCN1C(=O)c2cccnc2C1=O)Nc1ccc(F)cc1Cl	-4	1	14	-2	-2	2	-5	7	-1	-2
Cc1ccc(C(Nc2ccccc2)c2ccc3ccc(C)nc3c2O)c(C)c1 (stereo unspecified)	11	0	-2	0	1	6	nt	-5	-5	0
O=C(NNc1ccccc1[N+](=O)[O-])Nc1cccc(Cl)c1	3	2	-1	-1	-1	-2	-6	2	-1	6
CCSc1ccccc1C(=O)NCc1ccc(OC)cc1	1	-2	7	-10	-2	4	-9	-1	3	-4

Single entries from the entries so far.
Result of NC(=S)N/N=C1\CCOc2ccc(F)cc21 in MBD2 inh: 2
Result of C[C@H](c1ccccc1)N1C[C@H](COCc2ccccc2)Oc2cc(N3CC[C@@H](N(C)C)C3)ccc2S1(=O)=O in UHRF1 MBD2 ctr: 0
Result of COc1cc(C)c(COc2ncnc3ccccc23)cc1OC in MBD2 inh: -1

Next compounds follow:
SMILES	rCAG binder	UHRF1 MBD2 ctr	GC-B act	MBD2 inh	GC-A act	SIAE primary	HTRA1 inh	mABHD4 FP	TCR-CD3 inh	PRMT1 FP inh
COc1cccc(CN2CCC(C(=O)N3CCN(c4ccccc4F)CC3)CC2)c1	-3	4	3	0	1	-8	-2	9	0	1
CCC(=Nc1ccc(N)cc1)C1=C(O)C(C(=O)OC)C(C)(C)CC1=O (stereo unspecified)	15	21*	5	-2	-4	25*	53*	82*	68*	11
COC(=O)C1=C(C)N(Cc2ccco2)C(=O)N[C@@H]1c1ccccc1	8	3	0	3	-6	2	-2	-6	-2	6
Cc1nn2c(=O)cc(COC(=O)c3c(F)cccc3Cl)nc2s1	0	-3	-3	-2	5	5	-1	3	-3	-1
NNC(=O)CNC(=O)c1ccc(F)cc1	0	0	6	0	-2	1	6	8	-4	4
O=C(Nc1ccc(NC(=O)C2CC2)cn1)c1ccccc1Cl	-2	2	5	-3	2	-2	5	0	0	-2
O=C(N/N=C/c1cccc(O)c1)c1ccc(-n2cnnn2)cc1	2	0	-2	-8	1	2	1	0	-2	2
CCOC(=O)C1CCCN(c2ncnc3c2cnn3-c2ccc(OC)cc2)C1 (stereo unspecified)	0	-2	-4	-1	-1	-1	-9	0	-2	-4
CCn1cnc2cc(NC(=O)c3ccco3)ccc21	-1	-2	0	3	-3	-5	-2	-1	3	0
COC(=O)c1ccc2c(=O)[nH]c(CN3c4ccccc4CC3C)nc2c1 (stereo unspecified)	19	-5	-4	-4	-1	11	33	17	-3	-5
COc1cccc(-c2c(C(=O)N/N=C/c3ccc(C)o3)nnn2-c2nonc2N)c1	2	-2	2	3	1	-4	-16	2	-1	4
O=C(NCc1ccc2c(c1)OCO2)c1ccc(S(=O)(=O)N2CCCCC2)cc1	3	7	4	8	-4	-6	-3	-9	-9	5
Cc1ccc(S(=O)(=O)N2CCC(C(=O)OCC(=O)Nc3cc(S(C)(=O)=O)ccc3Cl)CC2)cc1C	-1	-3	-1	3	4	-4	-7	-6	-1	0
Cc1ccc(S(=O)(=O)Oc2ccc(/C=C(/NC(=O)c3ccccc3)C(=O)NCCC(=O)O)cc2)cc1	31	3	-4	3	1	-2	-2	-4	1	-1
O=C1c2cccc3cc(Br)cc(c23)C(=O)N1Nc1ccccc1	36*	3	-16	-2	-16	0	-7	1	-2	3
c1ccc(-c2cc(-c3ccccc3)n3ncnc3n2)cc1	-3	-1	-13	-8	-3	-2	-3	-1	4	-4
CCCN1C(=O)c2ccc(C(=O)Nc3ccccc3C(=O)O)cc2C1=O	54*	-1	-3	8	-1	-10	-3	-3	-3	2
COCCN(C(=O)COC(=O)c1ccccc1Oc1ccccc1)c1c(N)n(Cc2ccccc2)c(=O)[nH]c1=O	-6	0	-3	0	2	-1	5	5	0	-4
Cn1c(=O)c2c(SCC(=O)N3CCOCC3)nc(-c3ccccc3Cl)nc2n(C)c1=O	-2	1	5	0	5	-7	-3	2	-1	-3
Cc1ccccc1C(=O)NC(=S)NCc1cccnc1	-4	-1	0	-5	-2	-2	2	-7	9	-3
O=C(O)C1Cc2[nH]cnc2C(c2ccc(F)cc2)N1 (stereo unspecified)	0	3	3	2	4	0	3	5	-5	5
O=C(Nc1ccc(NC(=S)NC(=O)c2ccco2)cc1)c1ccccc1	2	-3	5	-1	2	-9	-9	-22	4	-4
CN(C)CCN(Cc1cc2cc3c(cc2[nH]c1=O)OCCO3)C(=S)NCC1CCCO1 (stereo unspecified)	-1	0	5	3	3	2	-2	6	0	3

Assay outcomes from PubChem.
